UGM FP inh: M. tuberculosis UGM enzyme inhibitors, primary screen, biochemical, fluorescence polarization, single point. UDP-galactopyranose mutase (Mycobacterium tuberculosis (strain ATCC 25618 / H37Rv)), …. purified UGM, fluorescence polarization probe displacement. inhibition, % at 10 µM. 320,000 tested, 0.06% active; in the data active = inhibition above about 10%, passing the limit was not always enough; inconclusive = no clear call, values can overlap the other calls
BoNT F protease: BoNT/F light chain protease inhibitors, primary screen, biochemical, flow cytometry, MLPCN library; Multiplex microsphere protease cleavage assay; inhibition, % at 10 µM; Botulinum neurotoxin type F light chain protease (Clostridium botulinum); AID 588497, 2011; 360,000 tested, 0.22% active; in the data active = inhibition above about 35%, passing the limit was not always enough; inconclusive = no clear call, values can overlap the other calls; also: plate controls were buffer without enzyme for full effect and enzyme alone for no effect
FadD28 FP inh: inhibitors of FadD28 bisubstrate probe binding, primary screen, biochemical, fluorescence polarization, single point; Mycobacterium tuberculosis FadD28 fatty-acid-AMP ligase; inhibition, % at 12.5 µM; 360,000 tested, 0.22% active; in the data active = inhibition above about 8.5%, passing the limit was not always enough; inconclusive = no clear call, values can overlap the other calls
DUSP3 inh: VHR1 phosphatase inhibitors, primary screen, biochemical, absorbance, uHTS; 290,000 tested, 0.52% active; recombinant VHR phosphatase, pNPP absorbance; inhibition, % at 13.3 µM; in the data active = inhibition above about 50%; also: some compounds called inactive have numbers as strong as hits
Target sequence (P51452 whole entry, looked up): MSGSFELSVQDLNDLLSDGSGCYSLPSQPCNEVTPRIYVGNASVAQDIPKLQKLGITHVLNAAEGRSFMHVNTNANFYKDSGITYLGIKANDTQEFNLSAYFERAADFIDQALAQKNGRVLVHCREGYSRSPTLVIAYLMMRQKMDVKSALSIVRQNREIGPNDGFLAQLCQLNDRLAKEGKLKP
MazF activator: activators of E. coli MazEF toxin-antitoxin RNase, primary screen, biochemical, fluorescence, uHTS; Endoribonuclease toxin MazF (Escherichia coli (strain K12)), P0AE70; FAM/BHQ RNA-DNA oligo cleavage fluorescence, 5 h; activation, % at 20 µM; 350,000 tested, 0.32% active; in the data active = activation above about 50%
Target sequence (P0AE70 whole entry, looked up): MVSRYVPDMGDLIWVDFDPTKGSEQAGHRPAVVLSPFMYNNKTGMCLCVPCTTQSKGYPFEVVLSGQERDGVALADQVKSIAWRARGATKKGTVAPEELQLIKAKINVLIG
Mtb FBA inh: Mtb FBA enzyme inhibitors, primary screen, biochemical, fluorescence, strain H37Rv | Fructose-bisphosphate aldolase (Mycobacterium tuberculosis (strain ATCC 25618 / H37Rv)), … | purified M. tuberculosis FBA, fluorescence read-out | inhibition, % at 1 µM | 360,000 tested, 2.3% active | AID 588726, 2011; in the data active = inhibition above about 27%;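 also: 0% = vehicle and 100% = reference inhibitor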
Mtb BioA inh: M. tuberculosis BioA enzyme inhibitors, primary screen, biochemical, plate reader, single point, HTS. 7,8-diaminopelargonic acid synthase BioA (Mycobacterium tuberculosis). purified M. tuberculosis BioA enzyme. inhibition, % at 9.99 µM. 360,000 tested, 0.096% active. AID 602481, 2012; in the data active = inhibition above about 40%; inconclusive = no clear call, values can overlap the other calls
CCHF vOTU inh: CCHFV vOTU protease inhibitors, primary screen, biochemical, Pep-AMC substrate, fluorescence; inhibition, % at 11.5 µM; 370,000 tested, 0.55% active; also: 0% = vehicle wells with enzyme and 100% = no enzyme wells
GDH-TPI counter: GDH-TPI coupling enzyme inhibitors, primary screen, artefact control for M. tuberculosis FBA inhibitor project, biochemical, absorbance, full deck | GDH-TPI coupled enzyme counterscreen, NADH absorbance | inhibition, % at 4.8 µM | 360,000 tested, 1.2% active | AID 588335, 2011;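 also: 0% = DMSO wells and 100% = wells lacking the enzyme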
Rv3671c protease: Rv3671c serine protease inhibitors, primary screen, biochemical, fluorescence polarization, M. tuberculosis H37Rv. P9WHR9. inhibition, % at 5.96 µM. 320,000 tested, 0.048% active. AID 2606, 2010; in the data active = inhibition above about 38%;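 also: extracellular domain of Rv3671c used as enzyme; 0% = enzyme with DMSO and 100% = no enzyme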
Target sequence (P9WHR9 whole entry, looked up, the tested form may be a part): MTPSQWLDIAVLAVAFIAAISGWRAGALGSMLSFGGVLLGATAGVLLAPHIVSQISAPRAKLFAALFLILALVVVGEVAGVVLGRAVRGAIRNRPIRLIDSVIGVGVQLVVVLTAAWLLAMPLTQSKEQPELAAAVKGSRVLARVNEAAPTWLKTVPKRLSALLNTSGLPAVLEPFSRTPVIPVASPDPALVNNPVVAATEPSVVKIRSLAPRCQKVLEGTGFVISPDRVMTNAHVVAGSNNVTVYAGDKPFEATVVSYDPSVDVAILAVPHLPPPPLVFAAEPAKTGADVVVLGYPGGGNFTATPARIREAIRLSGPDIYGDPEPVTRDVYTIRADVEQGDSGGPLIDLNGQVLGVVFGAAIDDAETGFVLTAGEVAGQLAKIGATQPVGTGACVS
The depositor's hits bear a star; ? = inconclusive; / = no result given. Rule as the data show it, unless noted: active = inhibition above about 30%; inactive = the rest.

Values run as follows: CCHF vOTU inh	GDH-TPI counter	Rv3671c protease	DUSP3 inh	FadD28 FP inh	Mtb BioA inh	UGM FP inh	MazF activator	Mtb FBA inh	BoNT F protease
- O=C(c1cccc(C(F)(F)F)c1)N1C[C@H]2C[C@@H](C1)c1cccc(=O)n1C2
  -3	-3	-3	12	2.1	1.8	-0.8	-2	8	-9
- C=CCc1ccc(OC)c(OC)c1
  13	8	-5	12	-1.9	-0.1	0.3	8	5	-22
- CCc1ccc(-c2nc(SCC(=O)c3c(N)n(C)c(=O)n(C)c3=O)n[nH]2)cc1
  4	3	-2	/	-1.0	-0.7	0.5	-45	29*	-5
- CC(C)(C)OC(=O)NOCC(=O)N(Cc1ccccc1)CC(O)COc1ccccc1 (configuration not stated)
  7	1	13	/	-2.0	2.4	-1.6	0	6	4
- CCc1nc2ccc(C(=O)NCc3cccs3)cn2c1N(CC)Cc1cccc(Br)c1
  5	12	/	/	-3.5	-3.5	/	/	2	-1
- C[C@@H]1O[C@@H](O[C@H]2C[C@@H](O)[C@]3(CO)[C@@H]4C(CC[C@]3(O)C2)[C@@]2(O)CC[C@H](C3COC(=O)C3)[C@@]2(C)C[C@H]4O)[C@H](O)[C@H](O)[C@H]1O (some centres not stated)
  -2	0	1	/	-0.2	-0.2	1.0	-1	2	-5
- Cc1ccc(NC(=O)CN(C)C(=O)c2cccc(S(=O)(=O)NCc3ccccc3)c2)cc1
  15	-7	3	/	-1.3	/	0.1	5	2	/
- O=C(NN=Cc1cc(Cl)ccc1[N+](=O)[O-])c1cccc2ccccc12
  -3	7	/	/	-1.2	/	/	14	-2	-1
- O=C(O)c1ccccc1NC(=S)NC(=O)c1cccc2ccccc12
  4	1	-3	21	-5.5	2.8	2.0	2	5	1
- CNC(=O)N(C)c1ccc(C(O)(C(=O)OC)C(F)(F)F)cc1 (configuration not stated)
  3	1	-2	2	-1.6	3.8	-0.5	6	-2	?
- COc1ccc(C(=O)NCCS(=O)(=O)NCc2ccco2)cc1
  0	-5	-5	/	0.1	-0.2	1.6	5	4	4
- COC(=O)c1c(F)c(F)c(N2CCOCC2)c(F)c1F
  8	12	-12	4	-2.0	-0.1	-1.2	8	-1	-9
- CNCCC(=O)N1c2ccccc2CCc2ccc(NC(=O)OC)cc21
  -12	5	1	-12	1.7	-1.6	0.9	3	3	-22
- CC(NC(=O)c1cc(S(=O)(=O)N2CCCC2)ccc1Cl)c1ccccn1 (configuration not stated)
  -7	6	3	/	-1.4	/	5.9	2	-3	-6
- Cc1cccc(-n2nc3c(c2NC(=O)c2c(F)cccc2F)CS(=O)(=O)C3)c1C
  11	4	4	23	-0.9	-1.8	-1.7	-1	-2	2
- CCOc1ccc(-c2ccc(C3=CC(=O)C[C@H](c4ccc(F)cc4)C3)cc2)cc1
  -4	/	/	/	-1.2	-0.7	/	/	1	-3
- O=[N+]([O-])c1ccc(S(=O)(=O)Nc2nc(-c3ccccc3)cs2)cc1
  13	11	3	2	1.7	2.1	-0.7	2	1	?
- CCN(CC)Cc1c(CC(C)C)oc(C)c1C(=O)O
  -10	4	-1	34	-0.4	-1.4	-1.1	-2	3	0
- COc1cc(Nc2ccn3nc(-c4ccccc4Cl)cc3n2)cc(OC)c1OC
  6	6	/	/	-3.4	-0.8	/	/	0	-1
- c1ccc2nc3c(cc2c1)CCCCC3
  3	12	-6	29	-2.1	-0.6	2.7	2	0	-4
- COc1ccc(OC2CCN(S(=O)(=O)c3ccc(F)cc3)CC2)cc1
  -4	0	-7	9	-1.5	-2.6	-0.3	1	2	-33
- CC(C)C(NC(=O)c1ccccc1)C(=O)OCC(=O)N1CCCCC1 (configuration not stated)
  17	0	4	/	0.3	1.2	0.2	5	-1	/
- COc1ccc(Cl)cc1NC(=O)Cc1c(F)cccc1Cl
  1	7	-7	-4	0.4	/	-0.6	-3	1	-3
- Fc1ccc(-c2cc(-c3ccccc3)nc(-n3cccn3)n2)cc1
  12	-1	-11	18	-1.5	0.7	-3.1	-3	0	-3
- Cc1ccccc1NC(=O)NC1CCCCCCC1
  -2	1	2	-2	-1.8	10	-1.4	-5	8	-2
- C[C@H](NS(=O)(=O)c1ccc(Cl)cc1)C(=O)OCC(=O)NC(=O)Nc1ccc2c(c1)OCCO2
  -4	-5	-11	4	-3.7	/	-0.8	0	1	3
- Cc1nc2ccccc2nc1SCC(=O)N1CCC(C)CC1
  16	12	-15	11	-2.7	0.4	-0.9	-9	1	17
- COc1ccc2nc(-c3ccccn3)[nH]c2c1
  4	20	12	17	-4.7	0.0	5.6	5	9	?
- Cc1cc(NC(=O)NC(=O)c2ccccc2)no1
  -2	8	-3	6	1.0	-0.7	1.9	-5	2	-1
- Cc1cccc(N2CCN(C(=O)c3ccc4ccccc4c3)CC2C)c1 (configuration not stated)
  16	4	-5	/	-1.1	-0.7	0.9	1	-3	-2
- CN1/C(=C\C=N\NC(=O)c2ccccc2Br)C(C)(C)c2ccccc21
  -18	5	-25	-3	1.0	-0.2	/	5	-1	-10
- CCC(=O)c1ccc(N2CCCCC2)c(F)c1
  5	9	11	15	-3.8	/	3.9	1	0	-2
- CC1CN(C)C(C)c2c1oc1ccc(N)cc21 (configuration not stated)
  4	1	9	20	0.0	/	2.3	-8	4	-4
- COC(=O)c1ccc(COc2ccc(/C=N/NC(N)=S)cc2)o1
  -2	21	-3	27	51*	-0.9	1.7	0	-1	5
- Cc1cccc(-n2c(SCC(=O)NCc3ccc4c(c3)OCO4)nc3ccccc3c2=O)c1
  -5	4	5	4	-2.5	/	-0.7	10	1	-1
- Cc1ccc(Nc2ccc(N)cc2S(=O)(=O)O)cc1
  21	3	-2	31	85*	3.6	0.5	-2	18	-9
- O=C(O)CNC(=O)CCCn1nnc2ccccc2c1=O
  -5	0	5	-1	-3.4	/	-5.4	7	4	2
- COc1ccc(CCC2(C)OCC(CCCCO)O2)cc1 (configuration not stated)
  15	7	/	/	/	-0.3	/	4	0	-4
- CC1(c2nnc(-c3cccc(Cl)c3)o2)CC(c2cccc(Cl)c2)=NO1 (configuration not stated)
  0	5	-7	/	-4.2	-1.4	-0.9	3	0	-3
- O=C(Nc1ncnc2sc3c(c12)CCCCC3)c1ccco1
  15	6	-3	8	-3.6	/	3.2	10	2	3
- CCCn1c(=O)c2ccccc2n2c(SCCNCCO)nnc12
  12	1	4	-2	-3.3	0.9	-1.5	-4	1	-14
- CCOc1cc(C)c(C(C)C)cc1S(=O)(=O)n1ccc(C)n1
  0	0	3	5	-0.6	-2.1	-1.3	3	-2	-10
- COc1ccc(C(=O)NCc2ccc(C(=O)NCC(OC)OC)cc2)cc1OC
  13	0	-3	29	-0.5	/	3.0	16	3	0
- CC(C)(C)C(=O)Nc1ccc(C(=O)NNC(=O)Cc2ccccc2)cc1
  -11	-3	-1	-4	0.2	0.9	-1.3	-1	-1	-4
- c1ccc(-n2nnnc2NCCCN2CCOCC2)cc1
  1	-10	2	2	-5.3	4.0	1.3	0	0	-6
- CCc1nc2ccc(C(=O)NCCOc3ccc(OC)cc3)cn2c1N(CC)CCOC
  9	7	/	/	-3.6	-1.0	/	/	-2	2
- CCOc1ccc(CCNC(=O)C2CCCN(c3nn4c(=O)cc(C)nc4s3)C2)cc1 (configuration not stated)
  2	3	-6	0	-1.6	-0.2	-2.3	8	2	-9
- CN1CCN(C(=O)NCC23CC4CC(CC(C4)C2)C3)CC1
  8	-7	2	5	-3.1	/	-1.9	8	1	-5
- Cc1ccccc1-c1ccc(CN2CCN(C)C(CCO)C2)cc1 (configuration not stated)
  4	-1	1	30	-1.1	-1.2	2.0	6	0	-5
- Cn1c(-c2ccccc2O)cc2ccccc21
  6	-4	-10	18	-2.8	1.4	1.2	7	32*	-36
- COc1cc(SC)ccc1C(=O)NCCOc1ccc(Cl)cc1
  4	13	-12	14	-3.7	/	1.1	3	-2	-1
- COc1cc(NC(=O)CSc2nc3c(c(=O)[nH]2)CCCC3)cc(OC)c1OC
  2	-6	-5	21	-1.9	/	3.0	5	1	-7
- O=C(O)c1ccc(COc2ccccc2/C=C2\NC(=O)N(Cc3ccccc3)C2=O)cc1
  -3	16	-3	28	1.1	/	-0.2	-8	3	-4
- O=C(CCc1ccccc1)NNC(=O)Cc1ccccc1
  15	-15	2	10	-3.8	/	-1.2	-8	-1	2
- Cc1ccc2[nH]c(=O)c(CN(Cc3ccc4c(c3)OCO4)Cc3nnnn3C3CCCC3)cc2c1
  21	13	-16	-2	-3.1	-4.8	-0.1	-5	2	-4
- CCS(=O)(=O)NCCCCc1ccccc1
  21	-3	7	4	-2.1	/	-3.7	4	0	2
- COC(=O)Nc1nnc(-c2ccco2)s1
  2	-4	-4	8	-2.9	0.9	0.7	9	-4	/
- COc1cc(OC)c(C(=O)OCC(=O)NCC2CCCCC2)cc1OC
  10	2	/	/	-0.4	1.5	/	7	-3	/
- COc1ccc(/C(O)=C2/C(=O)C(=O)N(c3ccccn3)C2c2ccc(C(C)C)cc2)cc1 (configuration not stated)
  -2	2	/	-4	-1.1	/	/	7	0	?

Part of the list above, field by field.
CNCCC(=O)N1c2ccccc2CCc2ccc(NC(=O)OC)cc21
  CCHF vOTU inh: -12; GDH-TPI counter: 5; Rv3671c protease: 1; DUSP3 inh: -12; FadD28 FP inh: 1.7; Mtb BioA inh: -1.6; UGM FP inh: 0.9; MazF activator: 3; Mtb FBA inh: 3; BoNT F protease: -22

CC(NC(=O)c1cc(S(=O)(=O)N2CCCC2)ccc1Cl)c1ccccn1 (configuration not stated)
  CCHF vOTU inh: -7; GDH-TPI counter: 6; Rv3671c protease: 3; DUSP3 inh: /; FadD28 FP inh: -1.4; Mtb BioA inh: /; UGM FP inh: 5.9; MazF activator: 2; Mtb FBA inh: -3; BoNT F protease: -6

Rows are unselected. Share with any hit: about 4.9%.
